# From PubChem
# Scp1 inh: blocks human Scp-1 phosphatase activity. Q9GZU7. Recombinant Scp1, phosphopeptide, malachite green phosphate absorbance. inhibition, % at 20 µM. 0.88% of 340,000 active. AID 493091;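 active = inhibition above about 50% at 20 µM, limit read from the data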;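 also: plate controls were DMSO wells with enzyme for no effect and wells lacking enzyme for full effect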
# Target sequence (Q9GZU7 76-261 limits assumed): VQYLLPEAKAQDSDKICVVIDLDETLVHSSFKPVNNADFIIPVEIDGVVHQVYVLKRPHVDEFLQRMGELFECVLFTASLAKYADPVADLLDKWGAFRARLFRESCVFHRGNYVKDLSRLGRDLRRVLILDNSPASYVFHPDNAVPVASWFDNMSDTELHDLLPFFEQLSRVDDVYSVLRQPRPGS
#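 Incubation: 45 min enzyme reaction at room temperature / System: truncated SCP-1 phosphatase (76-261aa) / Reagent: Phospho 17-mer peptide substrate / Buffer or medium: Acidic Tris acetate buffer with magnesium and detergent / Signal: absorbance at 630 nm / Doses: one concentration, 20 µM, with 1.0% DMSO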
# DNMT1 inh: inhibitors of human DNMT1. DNMT1 molecular beacon, Hinp1I cleavage, fluorescence. inhibition (reported as % activation of signal), % at 10 µM. 0.83% of 360,000 active. AID 588458. P26358; in the data active = inhibition above about 50%
# NadD inh: NadD (S. aureus) enzyme inhibition; 0.78% of 360,000 active; inhibition, % at 20 µM; purified NadD enzyme, colorimetric absorbance read-out; AID 602399; in the data active = inhibition above about 26%; also: some compounds past the cut are filed as inactive
# LMPTP inh: LMPTP (human) inhibition; P24666; recombinant LMPTP-A, OMFP fluorogenic substrate, fluorescence intensity; inhibition, % at 20 µM; 0.22% of 360,000 active; AID 651560;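 active = compounds that cut the enzyme signal by at least half of the control window in the single-dose screen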;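 also: plate controls were DMSO wells with enzyme plus substrate for no effect and substrate without enzyme for full effect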
# Target sequence (P24666 whole entry, looked up): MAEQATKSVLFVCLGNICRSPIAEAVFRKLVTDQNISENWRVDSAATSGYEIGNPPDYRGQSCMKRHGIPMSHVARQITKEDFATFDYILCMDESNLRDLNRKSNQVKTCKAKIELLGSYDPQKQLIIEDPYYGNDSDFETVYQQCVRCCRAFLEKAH
#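 Assay system: LMPTP-A enzyme. Input: 0.625 nM LMPTP-A final. Probe or stimulus: 400 µM OMFP. Compound dosing: single 20 µM dose. Schedule: 50 min dark incubation at room temperature. Detection: fluorescence intensity of OMFP turnover product. Read-out: percent inhibition versus substrate-only and uninhibited controls. Benchmarks: no-enzyme low control, uninhibited high control.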
# SUMO1 PPI mod: modulators of human SUMO1-mediated protein-protein interactions | 0.33% of 360,000 active | inhibition, % at 20 µM | P63165 | AID 602429 | SUMO1 binding to a labelled peptide, TR-FRET, 1 h; in the data active = inhibition above about 37%
# CSN inh: CSN deneddylation inhibition; 0.38% of 360,000 active; Q92905; inhibition, % at 12.5 µM; Purified CSN, SCF-Nedd8-OG deneddylation, fluorescence polarization;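 active = pattern-corrected inhibition above about 35%, with an unprinted fluorescence ratio check between 0.5 and 1.5, limit read from the data, passing the limit was not always enough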;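 also: 0% = enzyme with substrate and 100% = substrate without enzyme; some results filed as inactive read as strong as hits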
#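 Test system: Human Csn5 produced in HEK293T cells | Compound: 12.5 µM single point | Times: 90 min, room temperature | Signal: Fluorescence polarization readout | Read-out basis: % inhibition of substrate cleavage by Csn5 | Controls: no-enzyme wells high, enzyme-with-substrate wells low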
# TbMetRS inhib: Trypanosoma brucei MetRS inhibition; purified T. brucei MetRS, ATP depletion, Kinase-Glo luminescence; inhibition, % at 11.9 µM; 0.4% of 360,000 active; AID 624268;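 active = inhibition above a per-plate cutoff of the control wells' mean inhibition plus 3 SD, cut at about 5.5% in these data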;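 also: 0% = DMSO wells median and 100% = median of wells with control inhibitor compound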
#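 System: purified T. brucei MetRS enzyme / Detection: Kinase-Glo luciferase luminescence reporting remaining unconsumed ATP / Medium: HEPES buffer with MgCl2, KCl, DTT, spermine, BSA, pyrophosphatase / Replication: singlicate, one well per compound / Evaluation: percent inhibition relative to median high and low control wells / Schedule: 2 h aminoacylation at 25 °C after 15 min preincubation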
# Rpn11 block: inhibitors of human proteasome Rpn11; human 26S proteasome, Ub4-pepOG fluorescence polarization; 20S core pre-blocked with epoxomicin; calls only at 20 µM; 0.59% of 360,000 active;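 active = inhibition at 20 µM, scaled to each plate's controls, above about 33%, limit read from the data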
# STEP block: blocks human striatal-enriched tyrosine phosphatase | AID 588621 | 0.25% of 360,000 active | inhibition, % at 20 µM | recombinant STEP, OMFP fluorogenic substrate, fluorescence;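 active = inhibition at 20 µM, scaled per plate between control wells, above about 37%, limit read from the data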;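 also: 0% = DMSO with enzyme and substrate and 100% = substrate only without enzyme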
# Target sequence (P54829 whole entry, looked up): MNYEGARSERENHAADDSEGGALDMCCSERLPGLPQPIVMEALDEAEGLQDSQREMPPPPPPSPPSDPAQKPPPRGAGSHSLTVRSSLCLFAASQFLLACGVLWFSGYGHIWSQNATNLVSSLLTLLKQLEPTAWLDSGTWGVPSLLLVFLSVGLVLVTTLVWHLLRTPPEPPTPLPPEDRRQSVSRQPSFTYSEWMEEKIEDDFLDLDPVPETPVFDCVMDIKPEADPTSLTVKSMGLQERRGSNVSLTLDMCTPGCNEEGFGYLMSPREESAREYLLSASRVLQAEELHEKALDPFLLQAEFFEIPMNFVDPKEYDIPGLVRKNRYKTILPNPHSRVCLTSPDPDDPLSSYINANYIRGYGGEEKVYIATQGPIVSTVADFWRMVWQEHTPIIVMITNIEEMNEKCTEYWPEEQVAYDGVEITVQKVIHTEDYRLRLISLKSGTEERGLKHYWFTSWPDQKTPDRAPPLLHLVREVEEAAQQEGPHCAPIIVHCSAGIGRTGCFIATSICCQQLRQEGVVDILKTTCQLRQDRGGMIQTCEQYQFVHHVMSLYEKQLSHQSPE
#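 Material: STEP (striatal-enriched tyrosine phosphatase) enzyme, cell-free; Compound dosing: 20 µM single dose in 1% DMSO; Technique: fluorescence read at 480 nm ex / 540 nm em; Times: reaction 20 min, ambient temperature; Medium: 50 mM Bis-Tris pH 6.0 with 2.5 mM DTT and 0.005% Tween 20; Also added: OMFP at 25 µM.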
# MsrA inhibitor: inhibitors of bovine MsrA; purified bovine MsrA, absorbance read-out; inhibition, % at 15.5 µM; 0.75% of 360,000 active; AID 651718; in the data active = inhibition above about 4.5%;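 also: 0% = vehicle wells with enzyme and 100% = reference inhibitor wells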
# * hit, by the source's call; i = inactive; x = not tested or not shown; + = active, no number.
# The first 3 compounds as a preview:
MsrA inhibitor	Scp1 inh	Rpn11 block	NadD inh	DNMT1 inh	LMPTP inh	CSN inh	SUMO1 PPI mod	TbMetRS inhib	STEP block	Structure
2.2	-9	i	7	22	0.9	6	-11	-0.1	3	N#CC(=C=[N-])c1nc2ccccc2nc1-[n+]1cccc(NC(=O)c2cccs2)c1
1.1	-12	i	0	7	-0.9	-5	3	-0.8	1	CC(=O)C(/C=N/c1cc(-c2ccc(C)cc2)nn1-c1ccccc1)=C(\C)O
-1.4	-1	i	4	11	-0.7	-2	-17	-0.7	-2	CC(C)CCN1C(=O)c2ccc(C(=O)Nc3c[nH]c(=O)[nH]c3=O)cc2C1=O

# The listing (from the top)
MsrA inhibitor	Scp1 inh	Rpn11 block	NadD inh	DNMT1 inh	LMPTP inh	CSN inh	SUMO1 PPI mod	TbMetRS inhib	STEP block	Structure
2.2	-9	i	7	22	0.9	6	-11	-0.1	3	N#CC(=C=[N-])c1nc2ccccc2nc1-[n+]1cccc(NC(=O)c2cccs2)c1
1.1	-12	i	0	7	-0.9	-5	3	-0.8	1	CC(=O)C(/C=N/c1cc(-c2ccc(C)cc2)nn1-c1ccccc1)=C(\C)O
-1.4	-1	i	4	11	-0.7	-2	-17	-0.7	-2	CC(C)CCN1C(=O)c2ccc(C(=O)Nc3c[nH]c(=O)[nH]c3=O)cc2C1=O
0.4	-3	i	-2	1	-0.1	-2	1	-2.5	4	CN(C)c1cccc(C(=O)Nc2cccc(F)c2)c1
-0.6	-11	i	-11	2	-0.4	-5	-3	-0.7	0	COc1ccc(-c2nnn(CC(=O)OC3CCCCC3)n2)cc1OC
1.8	2	i	-1	3	-2.4	-2	1	-0.2	-5	O=C(CSc1nc2ccccc2[nH]1)NCCCn1ccnc1
-0.8	-4	i	-2	2	-0.6	-4	-5	0.0	0	CCCCN=C1CC(C)(C)CC(=O)/C1=C(/O)CCCN1C(=O)c2ccccc2C1=O
-0.2	3	i	2	-1	-0.2	-1	0	0.3	-2	c1ccc(Cc2nnc3n2CCCCC3)cc1
0.7	1	+	-6	-2	-0.8	7	-8	0.4	-3	COc1ccccc1NC(=O)CSc1nc(N)c(C#N)cc1C#N
-0.4	10	i	14	5	0.6	-1	6	-1.2	1	CCOc1ccc(CCN2C(=O)C(=O)N([C@@H](CC(C)C)CN3CCC[C@@H]3CN3C(=O)C(=O)NC[C@@H]3Cc3ccccc3)C[C@@H]2CC(C)C)cc1
0.1	-11	i	-4	-4	-0.4	-6	4	-2.1	-1	CCc1cc2c(=O)n(C(C)C(=O)OC3CCCCC3)cnc2s1 (configuration not stated)
0.8	-5	i	-4	2	-1.1	3	-3	-0.9	1	Brc1csc2ncccc12
-1.4	-3	i	-1	-9	-0.9	-2	-1	0.4	-3	CC(C)c1[nH]nc2c1C(c1cccnc1)C(C#N)=C(N)O2 (configuration not stated)
0.8	-4	i	-4	-1	0.8	0	0	-0.9	0	CC(C)n1c(N2CCN(C(=O)N3CCCCC3)CC2)nc2ccccc21
-0.8	-7	i	1	3	5.7	0	-21	0.5	7	Cc1ccccc1C(=O)N1CCN(c2ccc([N+](=O)[O-])c(NCc3ccco3)c2)CC1
1.0	3	i	5	2	0.6	0	-4	-1.7	0	CCOC(=O)CCCNc1ccc([N+](=O)[O-])cc1[N+](=O)[O-]
1.1	-1	i	-1	2	-0.7	17	-10	-1.7	0	CCn1cc(-c2ccnc3cc(C(=O)O)nn23)c(C)n1
0.6	-4	i	-3	0	-1.1	-2	-1	0.2	3	CCC1Oc2ccccc2N(CC(=O)NCCc2ccc(OC)c(OC)c2)C1=O (configuration not stated)
0.9	10	i	-3	1	-1.5	-3	1	-0.7	0	O=C(Nc1cccc(Cl)c1)N1CCN(Cc2ccccc2)CC1
1.2	-10	i	-1	-3	-1.4	-3	-4	-1.2	1	COc1cc(CN2CCNC(=O)C2CC(=O)N2CCCCO2)cc(OC)c1 (configuration not stated)

# Some of the entries so far, tab-delimited:
mol	MsrA inhibitor	Scp1 inh	Rpn11 block	NadD inh	DNMT1 inh	LMPTP inh	CSN inh	SUMO1 PPI mod	TbMetRS inhib	STEP block
CCc1cc2c(=O)n(C(C)C(=O)OC3CCCCC3)cnc2s1 (configuration not stated)	0.1	-11	i	-4	-4	-0.4	-6	4	-2.1	-1
Brc1csc2ncccc12	0.8	-5	i	-4	2	-1.1	3	-3	-0.9	1

# Continued.
MsrA inhibitor	Scp1 inh	Rpn11 block	NadD inh	DNMT1 inh	LMPTP inh	CSN inh	SUMO1 PPI mod	TbMetRS inhib	STEP block	Structure
-0.6	-3	i	-4	2	-1.5	-2	0	-1.6	3	COc1cc(OC)cc(C(=O)NCc2cccnc2)c1
0.3	-6	i	-6	-2	1.1	0	5	-0.7	2	Cc1onc(-c2ccccc2Cl)c1C(=O)N1CCC(Cc2ccccc2)CC1
-0.8	-5	i	-7	1	-1.2	-4	-3	-1.0	-3	CC(C)CCN1CCN(Cc2ccc(C#CC(C)(C)O)s2)CC1CCO (configuration not stated)
2.9	-3	i	4	3	-2.1	6	4	-1.0	0	N#C/C(=C(\O)Cc1ccccc1)c1nc2ccccc2[nH]1
-0.5	x	i	0	-1	-1.8	0	0	-0.4	-4	O=C(NCc1ccncc1)c1csc([C@@H]2O[C@H](CO)[C@@H](O)[C@H]2O)n1
0.0	5	i	-4	1	-0.5	-1	4	-0.1	2	Cc1ccc(S(=O)(=O)NCc2ccncc2)cc1
-0.3	-1	i	2	5	2.3	2	2	-0.7	16	Cc1nccn1CC(O)COC1CCCCC1 (configuration not stated)
0.6	-12	i	-2	-2	0.9	-1	-8	-0.3	2	CC(=O)c1cc2c(cc1NS(=O)(=O)c1ccc3c(c1)OCCO3)OCO2
-0.3	0	i	-6	0	-2.9	1	-50	-0.3	-1	CCCNC(=O)c1ccc2c(c1)S(=O)(=O)c1ccccc1C2=O
1.2	x	i	16	-7	2.1	14	0	-2.5	1	CC1C(=O)N(Cc2cn(Cc3ccco3)nn2)CCS(=O)(=O)N1Cc1ccc(-c2ccc(Cl)c(Cl)c2)cc1 (configuration not stated)
-1.1	-8	i	7	-5	1.3	4	-10	-0.2	-2	CC(C)n1c(-c2ccco2)csc1=Nc1cccnc1
0.8	-3	i	-3	3	-1.0	-2	-1	-0.5	-1	O=C(NCC1CCCO1)C1CCN(S(=O)(=O)c2cc(Cl)ccc2Cl)CC1 (configuration not stated)
0.0	-5	i	4	-22	1.5	-4	1	0.2	0	COc1cccc(-c2nc(-c3ccc(NC(=O)c4ccncc4)cc3)no2)c1
-0.5	x	i	5	-12	1.0	-4	1	0.0	0	O=C(NN=Cc1c[nH]c2ccccc12)NN=Cc1c[nH]c2ccccc12
0.5	2	i	-5	1	-0.3	2	14	-0.3	4	COc1cc(-c2nnc3sc(-c4ccncc4)nn23)cc(OC)c1OC
-0.7	-2	i	-3	1	1.8	1	3	-0.6	1	Cc1ccccc1NC(=S)Nn1cnnc1
-0.3	1	i	-2	-3	0.2	1	4	-2.3	-5	Cc1ccc(C(=O)c2coc3ccc(O)c(Cl)c23)cc1
-1.0	-5	i	8	4	2.7	-3	-25	0.0	0	COC(=O)c1ccc(NC(=O)c2ccc3c(c2)C(=O)N(Cc2cccnc2)C3=O)cc1
0.2	-2	i	3	1	-1.6	2	2	-0.5	-5	CC1CN(C(=O)COc2ncnc3ccccc23)CC(C)O1 (configuration not stated)
-0.1	-1	i	-6	7	-0.6	-5	2	-0.6	2	O=C(NNC(=O)C1C2CCC(C2)C1C(=O)O)c1cccc(Cl)c1 (configuration not stated)
0.8	-5	i	0	16	-0.8	1	-1	0.1	1	Cc1c(C=O)n(C)n(-c2ccccc2)c1=O
0.1	-1	i	-1	1	1.1	0	-7	-0.7	-1	COc1cc(C(=O)NCCC(=O)NC2CCC(C)CC2)cc(OC)c1OC (configuration not stated)
0.5	x	i	-1	4	-0.2	-2	-2	-0.4	-4	CNC(=O)C1Cc2c(-c3ccc4c(c3)OCO4)ccnc2O1 (configuration not stated)
-1.1	0	i	-4	-2	-0.3	-3	-5	-0.4	-1	Cc1ccc(C(=O)Nc2c(C)n(C)n(-c3ccccc3)c2=O)cc1S(=O)(=O)N1CCCCC1
0.5	-6	i	-4	5	-1.0	3	20	-0.1	2	O=C(Nc1scc(-c2ccccc2)c1C(=O)O)c1ccccc1Cl
-0.8	-5	i	-6	1	2.6	7	-16	0.2	1	O=C1/C(=C/c2cccc(O)c2)SC(=S)N1CC1CCCO1 (configuration not stated)
0.0	-4	i	-7	-1	-3.1	1	-2	-1.4	-1	O=C(Nc1ccc(Br)cc1)N1CCCCCCC1
3.0	-2	i	0	-2	2.4	2	-17	-0.6	-1	CC(Oc1ccccc1)C(=O)N1CCN(c2ccc(N3CCCCCC3)nn2)CC1 (configuration not stated)

# Part of the list above, reformatted:
mol | MsrA inhibitor | Scp1 inh | Rpn11 block | NadD inh | DNMT1 inh | LMPTP inh | CSN inh | SUMO1 PPI mod | TbMetRS inhib | STEP block
O=C(Nc1ccc(Br)cc1)N1CCCCCCC1 | 0.0 | -4 | i | -7 | -1 | -3.1 | 1 | -2 | -1.4 | -1
O=C1/C(=C/c2cccc(O)c2)SC(=S)N1CC1CCCO1 (configuration not stated) | -0.8 | -5 | i | -6 | 1 | 2.6 | 7 | -16 | 0.2 | 1
Cc1ccc(C(=O)Nc2c(C)n(C)n(-c3ccccc3)c2=O)cc1S(=O)(=O)N1CCCCC1 | -1.1 | 0 | i | -4 | -2 | -0.3 | -3 | -5 | -0.4 | -1
